a7 integrin act – integrin-mediated muscular dystrophy alleviation activation | alpha7betagal myoblasts, beta-gal FDG fluorescence, 48 h | Potency, µM (series often up to 38.3 µM), for inactives: top-dose activation, hits mostly activators | hit rate 0.064% among 350,000 | AID 624291;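 also: potency is read from the fitted curve at half-maximal effect; 100% = response of the positive control SU9516; nearly all actives have a fitted effect of over 60% in size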
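alpha7betagal+/- myoblasts (passage 13, 250/well) treated 48 h at 37C with compounds at 1:260 dilution of DMSO stock. Lysed, then beta-galactosidase activity read as FDG fluorescence (ex 480/em 540) after 30 min, with pre-read for autofluorescence.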
B2AR arrestin – agonists driving beta-arrestin recruitment to human beta2-adrenergic receptor; P07550; beta-arrestin recruitment to beta2AR, cell-based reporter; Potency, µM (titrated, usually from 46.1 µM), without a hit: at the top dose activation, hits mostly activators; hit rate 0.02% among 330,000;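 also: potency is read from the fitted curve at half-maximal effect; 0% = DMSO controls and full agonism = EC100 isoproterenol or metaproterenol; nearly all actives have a fitted effect of over 65% in size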
Target sequence (P07550 whole entry, looked up): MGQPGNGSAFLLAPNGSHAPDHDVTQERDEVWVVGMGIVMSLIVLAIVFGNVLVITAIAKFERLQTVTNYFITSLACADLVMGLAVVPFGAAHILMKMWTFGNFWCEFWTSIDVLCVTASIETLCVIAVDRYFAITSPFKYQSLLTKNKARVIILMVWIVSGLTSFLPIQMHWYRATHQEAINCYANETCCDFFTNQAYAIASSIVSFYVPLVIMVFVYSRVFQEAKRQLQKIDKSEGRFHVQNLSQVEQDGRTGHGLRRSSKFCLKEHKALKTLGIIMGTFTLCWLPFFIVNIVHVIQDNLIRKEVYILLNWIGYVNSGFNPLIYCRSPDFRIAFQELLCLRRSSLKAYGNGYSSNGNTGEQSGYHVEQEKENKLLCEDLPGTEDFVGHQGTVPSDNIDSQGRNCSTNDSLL
USP2a inh – USP2a (human) protease inhibition. USP2 core, Ub-CHOP2 coupled fluorogenic reporter, 485/531. Potency, µM (doses to about 38.3 µM), without a hit: top-dose activity change, negative = inhibition, usual class: inhibitors. hit rate 0.01% among 330,000. AID 463254;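 also: potency is read from the fitted curve at half-maximal effect; plate controls were DMSO wells for no effect and full inhibition by NEM control for full effect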
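Cell-free coupled assay: 10nM USP2 core preincubated 30min RT with compound in Tris-HCl pH 8.0/CaCl2/CHAPS buffer, then 25nM Ub-CHOP2 and 25nM reporter substrate; fluorescence (Ex 485/Em 531) read after 60min RT, normalized to NEM inhibition, concentration-response curves fitted.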
ELG1 genotox – induces genotoxicity in HEK293T cells with luciferase-tagged ELG1 | AID 504466 | Potency, µM (top dose mostly 46 µM), for inactives: top-dose activity change, positive = activation, most hits filed as activators | hit rate 1.3% among 330,000 | HEK293T ELG1-luciferase reporter, luminescence, 16 h; also: potency is read from the fitted curve at half-maximal effect; % of control where 0% means no effect; nearly all actives have a fitted effect of over 60% in size
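Luminescence read-out: rising ELG1-luciferase signal, reflecting elevated ELG1 protein under genetic stress, flags genotoxic compounds. Cells were treated for 16 hr at 37 °C before ONE-Glo detection.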
p53 reactivator – mutant p53 re-activation in reporter cells | H1299 p53-A138V BP100-luciferase reporter, luminescence, 24 h | Potency, µM (highest dose often 92.2 µM), without a hit: at the highest dose activity change, positive = activation, hits mostly activators | hit rate 0.063% among 320,000 | AID 504706; also: potency is read from the fitted curve at half-maximal effect; % of control where 0% means no effect; nearly all actives have a fitted effect of over 45% in size
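p53-null H1299 cells stably carrying temperature-sensitive p53-A138V and a BP100-luciferase reporter were pinned with compounds (4-point, 1:5 series) and held 24 hrs at 37 deg C. Luminescence was read 10 min after detection reagent.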
uPA surface inh – blocks generation of uPA at the cell surface. cell surface uPA generation assay, qHTS. hit rate 0.31% among 330,000. Potency, µM (series often up to 38.3 µM), without a hit: top-dose activity change, negative = inhibition, actives largely listed as inhibitors. AID 540303; active = well fitted inhibition curve with a large enough effect; inconclusive = small, poorly fitted or top-dose-only effect; inactive = no such curve, though single readings can be large or run the other way; tested in mouse RAW 264.7 cells; also: potency is read from the fitted curve at half-maximal effect; % is scaled to controls: 0 for no effect and ±100 for the full control effect; nearly all actives have a fitted effect of over 55% in size
TRPV1 ag – agonists of human vanilloid receptor 1 (TRPV1) | AID 540275 | activation, % at 8.33 µM | hit rate 0.19% among 320,000 | TRPV1-expressing cells, Fluo-8 calcium influx, agonist mode | Q8NER1; in the data active = activation above about 80%; inconclusive = between about 30% and that limit; also: 0% is about no effect
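TRPV1-expressing cells were cultured overnight at 35.5C and loaded with Fluo-8 calcium dye for 40 to 90 min at room temperature. After a 10 s baseline, compound was added and calcium influx was read kinetically for 3 min (ex 480/em 520 nm).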
BRCA1 expr up – activators of BRCA1 expression; MCF7-BRCA1-FFLuc reporter, luminescence, 48 h; response scale: scaled: vehicle 0%, 10 µM genistein 100%; Potency, µM (titrated, usually from 46.1 µM), without a hit: at the highest dose activation, usual class: activators; hit rate 1.1% among 380,000; also: potency is read from the fitted curve at half-maximal effect; nearly all actives have a fitted effect of over 80% in size; some results filed as inactive show a strong effect at the top dose
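Using MCF7 cells harboring a BRCA1 firefly luciferase reporter, plated 2 h before compound pinning, the screen measured luminescence after 48 h incubation. Responses were normalized to DMSO and 10 microM genistein, then fitted for concentration-effect.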
Eya2 inh – inhibitors of human Eya2 phosphatase activity; recombinant Eya2, OMFP fluorescence dephosphorylation (OMFP is methylfluorescein phosphate); AID 488837; O00167; hit rate 0.006% among 330,000; Potency, µM (highest dose often 76.9 µM), for inactives: top-dose activity, negative = inhibition, usual class: inhibitors; also: potency is read from the fitted curve at half-maximal effect; % is scaled to controls: 0 for no effect and ±100 for the full control effect
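Eya2 (0.2 uM) preincubated 10 min at ambient with compound, then OMFP substrate added at 50 uM; 10 min reaction in 50 mM HEPES pH 7.5, 50 mM NaCl, 5 uM MgCl2, 0.05% BSA, 1 mM DTT. Fluorescence read at Ex 485/Em 525 nm.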
ASM inhibitor – blocks human secretory acid sphingomyelinase | P17405 | placental ASM, HMU-PC fluorogenic substrate, 60 min | Potency, µM (series often up to 57.5 µM), inactives show top-dose activity change, negative = inhibition, most hits filed as inhibitors | hit rate 0.006% among 340,000; also: potency is read from the fitted curve at half-maximal effect
Target sequence (P17405 47-631 limits assumed): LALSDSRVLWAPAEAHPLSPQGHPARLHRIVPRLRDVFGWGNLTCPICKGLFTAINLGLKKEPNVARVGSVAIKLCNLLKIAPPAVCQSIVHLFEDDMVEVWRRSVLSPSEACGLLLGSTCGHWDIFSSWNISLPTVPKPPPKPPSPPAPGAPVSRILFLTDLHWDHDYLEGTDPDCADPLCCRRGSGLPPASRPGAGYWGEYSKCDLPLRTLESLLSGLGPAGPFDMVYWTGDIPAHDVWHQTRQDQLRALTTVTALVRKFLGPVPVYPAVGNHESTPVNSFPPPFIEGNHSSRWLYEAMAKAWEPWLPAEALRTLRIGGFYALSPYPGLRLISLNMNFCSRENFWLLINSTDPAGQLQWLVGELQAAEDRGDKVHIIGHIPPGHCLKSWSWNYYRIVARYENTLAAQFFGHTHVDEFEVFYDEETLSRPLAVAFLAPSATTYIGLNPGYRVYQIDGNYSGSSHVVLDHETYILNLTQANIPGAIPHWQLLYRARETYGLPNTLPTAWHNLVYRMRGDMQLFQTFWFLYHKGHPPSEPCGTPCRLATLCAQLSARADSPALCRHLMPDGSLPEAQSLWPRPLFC
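Steps: dispense placental human ASM, pin compound, wait 10 min at room temperature, add HMU-PC0 substrate at 9 uM final, incubate 60 min at 37 °C, add stop solution raising pH to 10, read fluorescence.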
PTAP TSG101 blk – blocks PTAP/TSG101 interaction to inhibit HIV-1 budding; Q99816; Fluorescence polarization, FITC-PTAP peptide / Tsg101 binding; Potency, µM (highest dose often 115 µM), for inactives: top-dose activity change, negative = inhibition, usual class: inhibitors; 340,000 tested, under 10 active; AID 493005; active = well fitted inhibition curve with a large enough effect in the main read-out, with a control signal flat, not every such curve was filed as active; inconclusive = small, poorly fitted or top-dose-only effect, or effect the other way, or a change in a side signal; inactive = no such curve, though single readings can be large or run the other way; also: potency is read from the fitted curve at half-maximal effect; % of control where 0% means no effect
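FP read-out: FITC-PTAP peptide, 50 nM final, binding Tsg101 binding domain, 10 uM final; 20 min, r.t.; 10 mM HEPES pH 7.5, 0.15 M NaCl, 0.01% Tween 20, 3 mM EDTA, 0.1 mM TCEP.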
Starred values were filed as active, the others as inactive; ? = inconclusive; . = no result given; & = joins results of further samples; [ ] = dose if it differs, or a comment. Unless noted, calls follow the shape of the dose curve; as a rule, active = well fitted curve in the direction sought with a large enough effect; inconclusive = small, poorly fitted or top-dose-only effect, or another doubt; inactive = no such curve, though single readings can be large; an effect the other way counts as inactive or inconclusive.

SMILES | a7 integrin act | B2AR arrestin | USP2a inh | ELG1 genotox | p53 reactivator | uPA surface inh | TRPV1 ag | BRCA1 expr up | Eya2 inh | ASM inhibitor | PTAP TSG101 blk
Clc1cccc(Cl)c1/C=N\Nc1nccs1 | -10% | 0.4% | -3% | -5% | 0% | -5% | -1 | -34% | 3% | ? | -2%
O=C(Nc1ccc(S(=O)(=O)C(F)F)cc1)c1ccc2c(=O)n3c(nc2c1)CCC3 | -1% | -0.3% | 2% | -4% | 0% | -7% | -4 | -11% | 14% | -5% | 5%
CCOC(=O)c1cc2c(ccc3nc(C)c(C)c32)[nH]c1C | 13% | -0.3% | 0% | 7% | 12% | -3% | -6 | 24% | -2% | 147%[activator] | 0%
CC(C)(C)NS(=O)(=O)c1ccc(NC(=O)Cc2ccccc2[N+](=O)[O-])cc1 | 13% | 0.2% | 2% | 1% | -6% | . | 10 | -1% | -10% | -3% | 0%
NNC(=O)c1cc(C23CC4CC(CC(C4)C2)C3)[nH]n1 | 8% | -0.6% | 1% | 3% | -1% | 3% | 9 | 16% | -3% | 0% | -3%
CCCC1(C(=O)OCC)NC(c2ccco2)C2C(=O)N(C)C(=O)C21 (centres undefined) | 0% | 0.1% | -1% | 0% | 19% | -2% | 1 | -24% | -6% | 8% | -1%
CCC(=O)Nc1c(C(=O)Nc2cccc(OC)c2)oc2ccccc12 | 10% | -0.3% | -2% | 3% | 5% | . | 23 | ? | ? | -8% | -3%
COc1ccc(OC)c(C2=Nn3c(nnc3-c3cc(OC)c(OC)c(OC)c3)SC2)c1 | 7% | 0.3% | 1% | -7% | -7% | -20% | ? | -63% | -2% | -3% | .
CCOC(=O)c1ccc(NC(=O)CSc2nnc(-c3cccs3)n2C)cc1 | 8% | 0.0% | 1% | -1% | 7% | -1% | 1 | 34% | 6% | 1% | -4%
CCOCCCn1c(SCC(=O)Nc2ccc3[nH]c(=O)[nH]c3c2)nc2ccccc2c1=O | -9% | 0.1% | 0% | -1% | -6% | 1% | 29 | -15% | 7% | -1% | 1%
Cc1c(O)ccc2c3c(c(=O)oc12)CCCC3 | -8% | -0.6% | 3% | 1% | -1% | 5% | 10 | 42% | 10% | . | -3%
O=C1NCC(=O)N(Cc2ccccc2)/C1=C/c1ccccc1 | -33% | -0.2% | 1% | -1% | -1% | -1% | 6 | -6% | -6% | 0% | -1%
NC(=O)c1ccsc1NC(=O)COC(=O)c1cnccn1 | 24% | 0.0% | -5% | 0% | -1% | 13% | 2 | 3% | -19% | 5% | -1%
Cc1ccc(SCC(=O)Nc2c(Br)cnn2C)cc1 | 15% | -0.6% | -2% | -5% | 2% | -4% | 7 | -1% | -23% | 2% | -4%
Cn1nc(C(=O)NCc2ccc(F)cc2)c2ccccc2c1=O | 17%[7.66 µM] | -0.2% | 2% | 4% | -20% | -3% | 1 | -44% | 18% | 1% | -3%
O=[N+]([O-])c1cc(C(F)(F)F)ccc1NCCc1ccncc1 | 26% | -0.2% | 3% | 0% | -1% | -5% | 14 | -1% | 5% | -4% | 0%
COC(=O)CCCCC1SCC2NC(=O)NC21O (centres undefined) | 3% | -0.8% | 0% | 4% | -1% | -1% | 7 | -19% | -1% | 5% | -2%
N=c1c2c3c(sc2ncn1CCCN1CCOCC1)CCCCC3 | -8% | 0.0% | 9% | 3% | 5% | . | 3 | 2% | 12% | 1% | -2%
CC(C)CC(c1nnnn1C1CCCC1)N1CCN(C(=O)c2ccco2)CC1 (centres undefined) | 12% | -0.2% | -1% | 2% | 4% | -4% | 0 | -17% | 2% | 0% | -1%
CCOC(=O)N1CCN(C(=O)c2ccc3nc(-c4ccccc4)c(-c4ccccc4)nc3c2)CC1 | 3% | 0.3% | 0% | -10% | 2% | 4% | 13 | -22% | -4% | 6% | -15%
O=C1Cn2c(nc3ccccc32)N1c1ccccc1F | 1% | 0.0% | 0% | -2% | 19% | 9% | -2 | -1% | 25% | 0% | -4%
COc1ccc(NS(=O)(=O)c2ccc(C(=O)OC(C)C(=O)N3CCOCC3)cc2)cc1 (centres undefined) | 11% | 0.0% | -7% | -2% | -5% | -5% | -1 | -32% | 11% | 1% | -4%
COC(=O)C(C(C)C)N1CCc2c(C)nc3c(C#N)cnn3c21 (centres undefined) | 0% | -0.1% | 1% | 4% | 0% | -5% | 0 | 0% | -9% | 3% | 0%
C[C@H](NC(=O)c1nc[nH]c1C(=O)NCc1ccc(CNC(=O)OC(C)(C)C)cc1)C(=O)OC(C)(C)C | -14% | -0.9% | -11% | -8% | 1% | 5% | 1 | -29% | -16% | -1% | -3%
ClC1(Cl)CC1Cn1c(C2CC2)nc2ccccc21 (centres undefined) | 4% | -0.1% | 3% | 0% | -2% | -11% | 3 | -14% | 1% | 8% | -1%
CCn1c2ccccc2c2cc(NS(=O)(=O)c3ccccc3C)ccc21 | 2% | -0.6% | 1% | -4% | -7% | -9% | 1 | -67% | 6% | -12% | -1%
O=C(NC(=S)Nc1ccccc1N1CCCCC1)c1ccc(F)cc1Cl | -20% | 3.6% | -5% | 8% | 13% | 15% | ? | -56% | ? | -3% | .
O=C(COC(=O)c1ccc([N+](=O)[O-])o1)NC1CCCc2ccccc21 (centres undefined) | 16% | 5.5% | 4% | 1% | 16% | -5% | . | -1% | -32% | 3% | 0%
CC(=O)NC(Cc1ccccc1)C(=O)OCC(=O)c1ccc(Br)cc1 (centres undefined) | 16% | -0.1% | 1% | 1% | -3% | -1% | -2 | -3% | 0% | 2% | 0%
CN(C)S(=O)(=O)c1cccc(NC(=O)CN2C(=O)NC(CCc3ccccc3)C2=O)c1 (centres undefined) | 12% | 0.0% | -4% | 0% | 14% | -3% | 4 | -23% | 12% | -2% | -1%
O=C1C=C(c2ccccc2)CC(c2cccs2)C1n1cnc([N+](=O)[O-])c1 (centres undefined) | 8% | 0.0% | 0% | 2% | 0% | 5% | 4 | -8% | -4% | -5% | -4%
O=c1[nH]c2ccccc2n2c(C(F)(F)F)nnc12 | 15% | 0.4% | 5% | -4% | 5% | 2% | -2 | -15% | -1% | -3% | -3%
O=C(O)c1cccc([N+](=O)[O-])c1C(=O)Nc1cccc2ccccc12 | 3% | -1.2% | 0% | -4% | . | -8% | -2 | -24% | 15% | 3% | -1%
O=C(NCc1ccco1)c1cccn2c(=O)c3sccc3nc12 | -3% | . | . | . | . | -3% | . | -4%[1.84 µM] | . | 1% | 0%
Fc1ccc(-c2nc3c(-c4ccc(F)cc4)cnn3cc2CCN2CCOCC2)cc1 | 7% | -0.3% | 1% | -6% | -4% | -1% | 0 | -6% | -2% | -5% | 0%
COCC(=O)Nc1ccc(S(=O)(=O)Nc2nccs2)cc1 | 3% | 0.2% | 0% | -6% | . | 1% | -6 | 9% | 9% | -1% | 3%
CCOC(=O)C1=C(C(=O)OCC)N(CC2CCCCC2)CCC1=O | -5% | . | . | . | . | -2% | . | 0% | . | 0% | -1%
CCOC(=O)c1ccc(NC(=O)CN(C)S(=O)(=O)c2ccc(OC)cc2)cc1 | -26% | -0.1% | 0% | 6% | -5% | -2% | 7 | 4% | 0% | -3% | 9%
CC1CCN(CCCOc2ccc(OCc3ccccc3)cc2)CC1 | -47%[inhibitor] | 0.3% | 3% | 0% | ? | -9% | -1 | 62% | 1% | -1% | 0%
CCCn1c(=O)c(C(=O)Nc2cc(C)ccn2)c(O)c2ccccc21 | 6% | -0.4% | -1% | -12% | 17% | 2% | 1 | 17% | -5% | 1% | -1%
O=C(Nc1ccc(F)c(F)c1)C1CCCN(S(=O)(=O)c2cccc3nonc23)C1 (centres undefined) | ? | 0.0% | 1% | 5% | -1% | -3% | 4 | -28%&-5% | 9% | 7% | 1%
CC(=O)Nc1ccc(N2C(C(C)=O)=NN(c3ccccc3)C2c2cccs2)cc1 (centres undefined) | -35% | -0.9% | -1% | -3% | -7% | . | 29 | -8% | 16% | -20% | -9%
c1cnc2c(C3NCCc4c3[nH]c3ccccc43)cccc2c1 (centres undefined) | -17% | -0.4% | -2% | -5% | -8% | -5% | 1 | -15% | -1% | -7% | 2%

Rows are unselected; overall some 2.6% were active at least once.
